Compound activity from PubChem.
eLon inh: inhibitors of E. coli Lon protease, primary screen, biochemical, fluorescence polarization. P0A9M0. purified E. coli Lon protease. 360,000 compounds, 0.42% hits. inhibition, % at 7.94 µM; in the data active = inhibition above about 13%, passing the limit was not always enough;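 note: 0% = enzyme with probe and DMSO and 100% = no enzyme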
Target sequence (P0A9M0 whole entry, looked up): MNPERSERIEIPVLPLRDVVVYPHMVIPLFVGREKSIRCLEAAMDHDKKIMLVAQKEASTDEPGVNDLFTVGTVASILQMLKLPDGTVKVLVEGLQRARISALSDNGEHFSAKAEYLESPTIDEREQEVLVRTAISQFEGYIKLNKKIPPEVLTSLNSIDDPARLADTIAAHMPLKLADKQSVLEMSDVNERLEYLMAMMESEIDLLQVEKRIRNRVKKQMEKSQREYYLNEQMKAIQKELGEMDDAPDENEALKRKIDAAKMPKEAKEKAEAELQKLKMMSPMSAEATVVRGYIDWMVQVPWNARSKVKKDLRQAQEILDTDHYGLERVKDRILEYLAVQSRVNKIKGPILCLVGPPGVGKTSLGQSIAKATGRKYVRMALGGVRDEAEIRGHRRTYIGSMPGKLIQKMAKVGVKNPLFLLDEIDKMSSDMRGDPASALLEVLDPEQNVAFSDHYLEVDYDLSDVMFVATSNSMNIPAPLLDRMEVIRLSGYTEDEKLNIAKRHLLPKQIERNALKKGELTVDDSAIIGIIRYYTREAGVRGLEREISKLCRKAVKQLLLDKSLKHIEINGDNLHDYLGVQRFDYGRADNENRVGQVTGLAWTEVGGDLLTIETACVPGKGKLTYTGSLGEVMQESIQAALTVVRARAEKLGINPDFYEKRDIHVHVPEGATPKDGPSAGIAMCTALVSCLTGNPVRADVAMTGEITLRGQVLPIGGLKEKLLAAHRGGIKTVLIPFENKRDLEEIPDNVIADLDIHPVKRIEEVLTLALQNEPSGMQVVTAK
MsrA act: bovine MsrA enzyme activators, primary screen, biochemical, absorbance, HTS; purified bovine MsrA, absorbance read-out; activation, % at 10.6 µM; 360,000 compounds, 0.3% hits; AID 602163, 2012; in the data active = activation above about 7.5%;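 note: 0% = vehicle and 100% = reference activator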
NRP1-CendR mod: modulators of CendR peptide binding to NRP-1, primary screen, biochemical, fluorescence polarization, uHTS. Neuropilin-1 (Homo sapiens), O14786. inhibition, % at 25 µM. FAM-RPARPAR peptide binding to NRP-1. 360,000 compounds, 0.85% hits;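 active = inhibition or corrected inhibition above about 18%, plus a signal ratio from 0.5 to 1.5, limit read from the data, passing the limit was not always enough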; note: strong numbers were not always called active
PABP1 MLLE inh: inhibitors of PABP1 MLLE–PAM2 peptide binding, primary screen, biochemical, fluorescence polarization, FITC-PAM2, GST-MLLE; Polyadenylate-binding protein 1 (Homo sapiens), P11940; inhibition, % at 20 µM; 360,000 compounds, 0.36% hits; in the data active = inhibition above about 35%, passing the limit was not always enough;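 note: plate controls were DMSO wells with GST-MLLE for no effect and wells lacking GST-MLLE protein for full effect; some results filed as inactive read as strong as hits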
FAS TE block: FAS thioesterase domain inhibitors, primary screen, biochemical, fluorescence intensity, uHTS. AID 602261, 2012. recombinant FAS-TE, OMFH fluorogenic substrate, fluorescence endpoint. 360,000 compounds, 0.67% hits. inhibition, % at 15 µM;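 active = compounds whose normalised, plate-corrected inhibition of enzyme fluorescence in the single-dose primary screen is 50% or more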;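 note: 0% = DMSO with enzyme and 100% = substrate without enzyme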
MT1-MMP act inh: blockers of MT1-MMP proenzyme processing, primary screen, HT1080 RFP-PRO-GFP cells, GFP/RFP fluorescence | GFP/RFP ratio fluorescence, overnight; percent of plate control window, DMSO zero | 360,000 compounds, 0.061% hits | AID 651647, 2012 | GFP/RFP ratio change, % at 20 µM | Matrix metalloproteinase-14 (Homo sapiens), P50281;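 active = GFP/RFP ratio change of at least 30% with cell ATP level not reduced by more than half and red fluorescence within 50% of control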; note: strong numbers were not always called active
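Assay system: HT1080 RFP-PRO-GFP cells | Dosing: 20 µM single dose, 1% DMSO | Incubation: Cells overnight before dosing, compound overnight, 37 °C, 5% CO2 | Evaluation: GFP/RFP fluorescence ratio | Control set: DMSO-only wells and HT1080 RFP-L50D-GFP cell wells as references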
SKN-1 block: suppressors of acrylamide-induced Pgst-4::GFP reporter in worms, primary screen, SKN-1 inhibitor project, whole organism, uHTS, GFP/RFP fluorescence ratio, strain VP596 | C. elegans VP596 Pgst-4::GFP/RFP ratio, 24 h | inhibition, % at 21.8 µM | 360,000 compounds, 0.49% hits;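 active = interference check ratio from 0.5 to 1.5 plus GFP to RFP signal ratio inhibition reaching or exceeding a fixed threshold, cut at about 30% in these data, passing the limit was not always enough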; note: some compounds called inactive have numbers as strong as hits
Rin1-Abl PPI inh: inhibitors of Rin1-Abl protein binding, primary screen, biochemical, TR-FRET | inhibition, % at 7.35 µM | 360,000 compounds, 0.4% hits | AID 588664, 2011; in the data active = inhibition above about 5%, passing the limit was not always enough
Neddylation inh: inhibitors of cullin neddylation, primary screen, biochemical, TR-FRET, uHTS, NAE and Ubc12; NEDD8-conjugating enzyme Ubc12 (Homo sapiens) + NEDD8-activating enzyme E1 regulatory …; calls only at 25 µM; 360,000 compounds, 0.58% hits; AID 651699, 2012; in the data active = inhibition above about 36%
* marks the source's active call; other numbers are inactive results; i = inactive; x = not tested or not shown.

SMILES	eLon inh	MsrA act	NRP1-CendR mod	PABP1 MLLE inh	FAS TE block	MT1-MMP act inh	SKN-1 block	Rin1-Abl PPI inh	Neddylation inh
CCOC(=O)c1c(NC(=O)C(=O)N/N=C/c2ccc(OCC)cc2)sc2c1CCCCC2	-4	-4	8	8	18	-7	-1	1	x
Cc1cccc(C)c1NC(=O)c1ccc2c(c1)CCN2S(C)(=O)=O	-4	-4	-1	4	-5	-4	12	1	i
O=S(Cc1ccc(Br)cc1)Cc1nnc(SCc2ccc(Cl)cc2)n1-c1ccccc1 (stereo not drawn)	4	0	-7	5	39	-8	-2	-1	i
O=C(c1cnccn1)N1CCN(C/C=C/c2ccccc2)CC1	6	2	-10	4	-6	2	5	1	i
Clc1ccc(CCNc2ncnc3c2nnn3Cc2ccccc2)cc1	5	-3	14	-7	19	1	10	1	i
Clc1ccc(N=NN2CCOCC2)cc1	19*	-8	-9	-2	2	7	7	2	i
COc1cc(OC)cc(C(=O)NCCNC(=O)c2ccccc2)c1	5	-2	4	-16	-6	-3	8	-4	i
Cc1ccccc1NC(=O)CCS(=O)(=O)c1ccc(Br)cc1	0	-1	1	0	1	1	9	1	i
CCCCNc1cc(C(=O)O)cc(S(N)(=O)=O)c1Oc1ccccc1	-9	-3	2	8	0	0	9	2	i
O=C(NCc1cccnc1)c1cccc(C(F)(F)F)c1	-2	-9	-2	3	-9	-1	-7	0	i
CCN(CC)S(=O)(=O)c1ccc(N2CCOCC2)c(NC(=O)c2c3c(nc4ccccc24)CCC3)c1	-6	-5	24	-14	-8	-2	3	0	i
Cn1c(N2CCOCC2)nc2c1c(=O)n(Cc1ccc(Cl)cc1)c(=O)n2C	-3	-2	3	11	-4	7	-13	5	i
CC(=O)NCC(=O)OCc1ccc([N+](=O)[O-])cc1	10	0	3	2	-4	4	7	-1	i
CC1(C)CC(=O)N(CC(=O)NCc2ccc(F)cc2)c2ccccc2S1(=O)=O	0	1	6	-6	-2	3	-1	4	i
CC1(C)OC(=O)C(=CNc2ccccc2F)C(=O)O1	-5	0	-2	-1	-7	5	6	2	i
O=C1NC(=S)S/C1=C\c1cc(Cl)ccc1Cl	-4	-8	-99	10	50	9	-13	0	i
O=C(NCc1ccco1)c1c(F)cccc1Cl	6	-2	-3	-7	-7	-3	7	-5	i
COC(=O)c1ccccc1NC(=O)CCCn1nc(C)c2c(C)n(-c3ccccc3)nc2c1=O	3	-13	-2	6	-3	-9	6	2	i
Cc1cccc(C)c1NC(=O)CN1C(=O)C(C)Oc2ccccc21 (stereo not drawn)	7	0	-1	-4	-5	1	9	1	i
CCn1c2ccccc2c2cc(NC(=O)CN3CCCC3)ccc21	4	-6	3	5	-3	-1	-3	0	i
O=C(NNS(=O)(=O)c1ccc(F)cc1)c1sccc1-n1cccc1	-2	-1	0	-27	-3	6	1	2	i
O=C(NCC1CCCO1)C(=O)N/N=C/c1ccc(O)c(Cl)c1 (stereo not drawn)	-4	-6	-8	5	-5	-3	-8	-3	i
COC(=O)c1ccc(NS(=O)(=O)c2ccc3[nH]c(=O)oc3c2)cc1	-14	-2	-7	-25	-3	-4	4	3	i
CC(C)C(=O)Nc1cccc(-c2nc3ncccc3o2)c1	-1	-3	-5	7	-2	-2	10	-1	x
COc1ccc(CCNC(=O)CSc2nc3cc(Cl)ccc3o2)cc1OC	-4	2	6	-59	-1	-1	-12	0	i
SMILES	eLon inh	MsrA act	NRP1-CendR mod	PABP1 MLLE inh	FAS TE block	MT1-MMP act inh	SKN-1 block	Rin1-Abl PPI inh	Neddylation inh
COc1ccc(N2CCN(C(=O)C(=O)c3cn(CC(=O)N4CCCCCC4)c4ccccc34)CC2)cc1	12	-5	-1	20	1	-2	-9	1	i
Cc1cccc(NC(=O)C2C3C=CC(O3)C2C(=O)O)c1C (stereo not drawn)	-3	-2	5	17	-3	0	0	-3	i
CCc1c(C)sc(NC(=O)c2cc(C3CC3)on2)c1C#N	-3	-8	-4	36*	20	5	17	0	i
CCOc1ccccc1N(CC(=O)NCCc1ccccc1)C(=O)CCC(=O)Nc1ccccn1	2	3	14	0	0	-2	-5	1	i
CCCc1cc(=O)oc2cc(C)cc(OC(C)C(=O)NCc3ccccn3)c12 (stereo not drawn)	-6	-3	7	4	-1	-3	5	3	x
CN1CCCCCC1=Nc1ccc([N+](=O)[O-])cc1	-3	-6	0	9	-3	3	-2	-3	i
C=CCc1c(C)nc(-c2ccccc2)nc1N/N=C/c1ccncc1	2	0	0	15	1	-3	-9	0	i
COCCCn1cn[nH]c1=S	-5	0	3	29	-4	-4	-15	1	i
COC(=O)[C@]12CCCCC=C1N(CCc1ccc(OC)c(OC)c1)C(=O)[C@H](CC(=O)NCc1ccc(C)o1)C2	x	x	11	x	x	-2	10	x	i
Nc1ccc(OCC(O)C[n+]2ccc(CCS(=O)(=O)[O-])cc2)cc1 (stereo not drawn)	-7	-4	4	26	-4	2	4	1	i
O=C(CSc1nncs1)NNC(=O)c1ccccc1Br	3	-2	20*	3	-5	0	4	1	i
COc1cc(OC)cc(C(=O)NCCS(=O)(=O)N2CCN(Cc3ccccc3)CC2)c1	9	-2	0	5	-1	1	-1	0	i
COc1ccc(NC(C)=O)cc1NC(=O)c1c(C)noc1C	-7	0	10	-23	-5	2	12	2	i
COc1ccc(OC)c(C2/C(=C(\O)c3ccc(OC)c(Cl)c3)C(=O)C(=O)N2CCN(C)C)c1 (stereo not drawn)	-12	-5	-1	-1	-1	-2	-5	-2	i
O=C(Nc1ccc(Nc2ccncc2)cc1)c1ccc([N+](=O)[O-])cc1	0	6	7	-10	-47	-6	11	-6	i
Cc1c(NC(=O)C(C)Sc2ccccc2)c(=O)n(-c2ccccc2)n1C (stereo not drawn)	4	-5	-3	-10	-1	2	1	0	i
CCCCc1ccc(N/C(N)=N/c2nc(C)cc(C)n2)cc1	1	-2	-6	8	-50	-5	8	0	i
COc1ccc(-n2nc(C(=O)NCC(=O)NCC3COc4ccccc4O3)c3ccccc3c2=O)cc1OC (stereo not drawn)	5	-13	12	-12	6	-3	-11	3	i
CCOc1ccccc1N1CCN(C(=O)C2=CC=CN3CCS(=O)(=O)N=C23)CC1	-4	-5	14	-106	-7	-1	16	1	i
O=C(/C=C/c1ccc(OCCCF)cc1)N1CCN(Cc2ccccc2)CC1	-25	-2	10	-2	3	0	-5	0	i
O=C(CSCc1cccc(Cl)c1)N/N=C/c1ccc(OCC(=O)N2CCCCC2)cc1	6	-2	-2	4	10	-4	-3	0	i
CC1(CSc2ccccc2)CC(=O)N1 (stereo not drawn)	14	-4	5	0	-8	0	7	-1	i
O=C1[C@@H]2C(c3cccnc3)=NO[C@@H]2C(=O)N1c1ccc(Cl)cc1Cl	-6	-3	-24	-22	-3	-3	1	-3	i
COc1ccc(-c2cn3c(C)c(C(=O)NCc4ccc5c(c4)OCO5)sc3n2)cc1	-6	-1	0	-4	7	7	5	-1	i
Nc1nnc(CC(=O)N/N=C/c2ccc(-c3ccc(F)cc3)o2)s1	-3	-3	-7	-16	-2	1	15	0	i

Some of the entries above in another layout.
> O=C1[C@@H]2C(c3cccnc3)=NO[C@@H]2C(=O)N1c1ccc(Cl)cc1Cl
  eLon inh: -6
  MsrA act: -3
  NRP1-CendR mod: -24
  PABP1 MLLE inh: -22
  FAS TE block: -3
  MT1-MMP act inh: -3
  SKN-1 block: 1
  Rin1-Abl PPI inh: -3
  Neddylation inh: i
> O=C(CSc1nncs1)NNC(=O)c1ccccc1Br
  eLon inh: 3
  MsrA act: -2
  NRP1-CendR mod: 20*
  PABP1 MLLE inh: 3
  FAS TE block: -5
  MT1-MMP act inh: 0
  SKN-1 block: 4
  Rin1-Abl PPI inh: 1
  Neddylation inh: i

Next part
SMILES	eLon inh	MsrA act	NRP1-CendR mod	PABP1 MLLE inh	FAS TE block	MT1-MMP act inh	SKN-1 block	Rin1-Abl PPI inh	Neddylation inh
O=C(CSc1nnc(NC(=O)c2c(F)cccc2F)s1)Nc1ccc(F)cc1	-4	-2	2	-3	-4	5	1	0	i
CCn1nnnc1NCc1ccc(OCc2ccc(F)cc2Cl)c(OC)c1	1	-7	3	4	7	-2	-1	4	i
Cc1ccc(SCc2nc(-c3ccncc3)no2)cc1	-1	-2	-1	2	9	2	10	1	i
O=C(NC(=S)Nc1ccc(F)cc1)C1CCCCC1	-5	-3	7	19	6	-6	12	2	i
COC(=O)[C@@]12CCCCN1[C@H](c1ccc(-c3ccc(OC)cc3)c(OC)c1)[C@@H]1C(=O)N(C)C(=O)[C@@H]12	9	-7	-1	2	47	-9	6	3	i
COc1ccc(/C=C2\Oc3cc(OC(=O)N4CCOCC4)ccc3C2=O)c(OC)c1	-238	-3	-26	-134	1	-2	-15	-3	i
COCCCNC(=O)CSc1nc2c(sc(=S)n2-c2cc(Cl)ccc2OC)c(=O)[nH]1	3	-14	-4	18	-4	-5	-4	1	i
COc1cc(OC)cc(C(=O)N2CCN(C(=O)c3cccnc3)CC2)c1	-3	2	-3	-1	-5	-1	-1	-2	i
CN(c1ccccc1)S(=O)(=O)c1ccc(C(=O)Nc2cccc(S(=O)(=O)N3CCOCC3)c2)cc1	-12	-1	-1	-8	34	-3	10	-2	i
COc1cc(C(=O)N2CCN(C(=O)Cc3ccccc3)CC2)cc(OC)c1OC	-1	4	-9	16	-11	0	10	1	i
Cc1cc(C)c(-c2csc(NC(=O)CCCc3nc4ccccc4c(=O)[nH]3)n2)c(C)c1	0	-2	-20	-12	5	-27	5	10	i
Cc1ccc(C(=O)N2CCN(c3ccccn3)CC2)cc1C	-6	-5	6	7	-2	2	0	2	i
O=C(CSc1n[nH]c(-c2cccnc2)n1)Nc1ccccc1[N+](=O)[O-]	-3	-3	14	-12	-6	-3	15	1	i
CC12CC3CC(C)(C1)CC(C(=O)NCc1cccnc1)(C3)C2	5	-10	3	11	-5	4	-6	5	i
O=C(Nc1ccc(NC(=O)c2cccs2)cc1)c1cccs1	-19	-1	0	1	-2	1	-1	2	i
CC(C)NC(=O)N(C)C[C@H]1Oc2cc(C#Cc3ccc(F)cc3)ccc2S(=O)(=O)N([C@H](C)CO)C[C@H]1C	-1	1	5	-10	30	-2	11	-3	i
CN(C)S(=O)(=O)c1ccc(N2CCCC2)c(C(=O)NCc2cccc(C(F)(F)F)c2)c1	1	-3	-5	2	7	-6	47*	-14	i
O=C(COC(=O)C1CC(O)CN1S(=O)(=O)c1ccccc1[N+](=O)[O-])c1ccc[nH]1 (stereo not drawn)	-14	-9	-10	-9	-7	2	2	-1	i
CC(=O)C1=C(N2CCCCC2)CCC1=O	0	-2	4	0	-4	2	0	0	i
COc1ccc(NS(=O)(=O)c2cc(N=Nc3c(O)[nH]c(=O)[nH]c3=O)ccc2OC)cc1Br	-1	-10	-13	-11	-3	-3	-2	-4	i
CCOC(=O)c1cc(C)sc1NC(=O)CSc1nnnn1C	-14	0	8	1	0	2	-4	2	i
CN(C(=O)COC(=O)c1ccc2c(c1)NC(=O)CS2)C1CCS(=O)(=O)C1 (stereo not drawn)	-8	-3	-13	28	-5	-1	-11	0	i
OC(CNCc1ccc(Cl)c(Cl)c1)c1ccccc1 (stereo not drawn)	5	-2	3	4	10	4	1	3	i
CC1(C)Cc2ccccc2C(/C(=N/O)C(N)=O)=N1	0	0	13	6	-10	1	-3	-3	i
